Screens from PubChem.
M4 antag = human M4 muscarinic receptor antagonists, primary screen, CHO cells, Fluo-8 calcium fluorescence | CHO-hM4 cells, ACh EC80 | inhibition, % at 3 µM | 360,000 tested, 0.73% active | Muscarinic acetylcholine receptor M4 (Homo sapiens), P08173;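 active = inhibition above its plate's cutoff, the mean inhibition of sample wells plus 3 SD, cut at about 27% in these data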;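 also: 0% = acetylcholine EC80 with DMSO and 100% = DMSO without agonist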
Target sequence (P08173 whole entry, looked up): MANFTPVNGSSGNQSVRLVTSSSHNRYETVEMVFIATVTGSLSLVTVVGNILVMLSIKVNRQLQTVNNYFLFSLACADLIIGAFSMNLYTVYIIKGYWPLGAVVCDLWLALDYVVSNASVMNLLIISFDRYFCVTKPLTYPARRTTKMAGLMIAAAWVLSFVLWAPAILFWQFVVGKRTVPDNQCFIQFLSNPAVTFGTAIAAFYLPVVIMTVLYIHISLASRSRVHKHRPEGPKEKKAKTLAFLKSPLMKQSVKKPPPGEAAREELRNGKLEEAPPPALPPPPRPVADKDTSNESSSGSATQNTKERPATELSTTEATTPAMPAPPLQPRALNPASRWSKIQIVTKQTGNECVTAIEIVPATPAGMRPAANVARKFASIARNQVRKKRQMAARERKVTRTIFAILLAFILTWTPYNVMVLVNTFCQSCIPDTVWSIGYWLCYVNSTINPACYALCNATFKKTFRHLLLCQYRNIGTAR
CRFR2-BP antag = antagonists of CRF-BP/CRF-R2 complex, primary screen, cell-based, HEK293, calcium dye fluorescence, uHTS; CRF-induced calcium fluorescence; inhibition, % at 11.8 µM; 350,000 tested, 0.59% active; AID 588475, 2011;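 active = inhibition of the ligand-induced calcium signal above about 50% at the single tested concentration, limit read from the data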
CHRM4 agonist = human M4 muscarinic receptor agonists, primary screen, CHO-K1 cells, Fluo-8 calcium fluorescence | 360,000 tested, 0.14% active | CHO-K1 hM4/Gqi5; vehicle 0%, full acetylcholine response 100% | Muscarinic acetylcholine receptor M4 (Homo sapiens), P08173 | activation, % at 3 µM;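 active = activation above the run mean over all test wells plus 3 SD, cut at about 32% in these data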;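 also: peak over basal fluorescence ratio per well then scaled between controls; 0% = DMSO wells and 100% = acetylcholine at EC100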
CHRM5 PAM = human M5 muscarinic receptor positive allosteric modulators, primary screen, CHO-K1 cells, Fluo-8 calcium fluorescence; Muscarinic acetylcholine receptor M5 (Homo sapiens), P08912; CHO-K1 hM5, ACh EC20 PAM; 0% = ACh EC20, 100% = ACh EC100; activation, % at 3 µM; 360,000 tested, 0.3% active;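 active = activation above the run cutoff, the mean activation of all test compounds plus 3 SD, cut at about 18% in these data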
Target sequence (P08912 whole entry, looked up): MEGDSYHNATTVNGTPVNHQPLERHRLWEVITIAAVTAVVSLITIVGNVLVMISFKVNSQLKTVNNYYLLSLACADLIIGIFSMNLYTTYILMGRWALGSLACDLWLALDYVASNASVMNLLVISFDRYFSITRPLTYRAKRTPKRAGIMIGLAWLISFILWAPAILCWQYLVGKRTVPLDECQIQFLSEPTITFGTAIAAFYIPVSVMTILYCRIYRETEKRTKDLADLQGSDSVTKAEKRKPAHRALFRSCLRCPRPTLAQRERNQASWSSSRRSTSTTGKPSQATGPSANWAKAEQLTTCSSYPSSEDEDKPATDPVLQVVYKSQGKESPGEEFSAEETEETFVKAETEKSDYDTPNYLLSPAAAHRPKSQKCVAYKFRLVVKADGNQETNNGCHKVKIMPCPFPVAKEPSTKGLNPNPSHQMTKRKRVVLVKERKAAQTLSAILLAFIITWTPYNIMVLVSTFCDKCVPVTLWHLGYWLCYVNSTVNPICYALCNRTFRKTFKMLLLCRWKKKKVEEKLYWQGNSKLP
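Probe or stimulus: acetylcholine, EC20 level; Assay system: human M5 receptor in CHO-K1 cells; Schedule: compound preincubation 140 s before EC20 acetylcholine addition; Technique: intracellular calcium via Fluo-8 fluorescence; Dosing: single-point, 3 µM nominal; Read-out basis: percent activation from peak-over-basal fluorescence ratio, scaled EC20-to-EC100 acetylcholine; Repeats: one well per compound, no replicates.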
M5 antag = human M5 muscarinic receptor antagonists, primary screen, CHO cells, Fluo-8 calcium fluorescence; CHO-hM5 cells, ACh EC80; inhibition, % at 3 µM; 360,000 tested, 0.59% active; AID 624040, 2012;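 active = inhibition above a per-plate cutoff, the mean of that plate's test compounds plus 3 SD, cut at about 27% in these data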;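 also: 0% = acetylcholine EC80 with DMSO and 100% = DMSO without agonist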
IDE cell inh = human IDE inhibitors in live cells, primary screen, fluorescence polarization, HEK cells, FAbetaB substrate; Insulin-degrading enzyme (Homo sapiens), P14735; 320,000 tested, 0.41% active; FAbetaB cleavage; inhibition, % at 5.59 µM;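 active = percent inhibition above the average of all tested compounds plus 3 SD, set per screening campaign, cut at about 16% in these data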;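 also: IDE supplied by intact live HEK cells; FP after avidin binding of uncleaved biotin substrate so inhibition keeps polarization high; 0% = DMSO wells and 100% = 60 µM reference IDE inhibitor Ii1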
CRFR2-BP ag = agonists of CRF-BP/CRF-R2 complex, primary screen, cell-based, HEK293, calcium dye fluorescence, uHTS; calcium dye fluorescence (FLIPR); percent of saturating CRF peptide response; activation, % at 13.2 µM; CRF-binding protein / CRF receptor 2 complex (human); 350,000 tested, 0.46% active;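 active = activation of at least 50%, plus an integration ratio under a set limit after plate pattern correction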;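 also: plate controls were neutral control wells without compound for no effect and CRF at EC100 for full effect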
CHRM5 agonist = human M5 muscarinic receptor agonists, primary screen, CHO-K1 cells, Fluo-8 calcium fluorescence; AID 624037, 2012; Muscarinic acetylcholine receptor M5 (Homo sapiens), P08912; 360,000 tested, 0.19% active; activation, % at 3 µM; CHO-K1 hM5 cells; 0% DMSO wells, 100% maximal acetylcholine response;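 active = activation above the run's mean over test compounds plus 3 SD, cut at about 23% in these data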;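 also: signal is peak over basal fluorescence ratio across the kinetic read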
M4 PAM = human M4 muscarinic receptor positive allosteric modulators, primary screen, CHO-K1 cells, Fluo-8 calcium fluorescence; Muscarinic acetylcholine receptor M4 (Homo sapiens), P08173; CHO-K1 hM4/Gqi5, ACh EC20; 0% = ACh EC20, 100% = maximal ACh; activation, % at 3 µM; 360,000 tested, 0.4% active; AID 624126, 2012;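 active = activation above its plate's cutoff, the mean activation of sample wells plus 3 SD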; also: some results filed as inactive read as strong as hits
The depositor's hits bear a star; nt = no result given.

Order of results: M5 antag	CRFR2-BP antag	IDE cell inh	M4 antag	CHRM4 agonist	CRFR2-BP ag	CHRM5 agonist	CHRM5 PAM	M4 PAM
> COc1ccccc1C(=O)Nc1ccccc1C(=O)N1CCCC1
    -5	11	1	-8	1	-0.2	-1	-6	-2
> NS(=O)(=O)c1cccc(NC(=O)CCCC2CCCCC2)c1
    12	-9	0	3	0	-4.0	-3	-1	-6
> CCN(CC)c1ccc(NC(=O)CN2CCN(c3nc(C)cc(C)n3)CC2)cc1
    -4	-15	-4	-8	0	-2.1	-7	3	-2
> CCOC(=O)c1nnn2c3ccccc3c(=O)n(C)c12
    12	3	0	1	1	0.2	3	-6	-3
> COC(=O)Nc1ccc(S(=O)(=O)Nc2cc(C(F)(F)F)c[nH]c2=O)cc1
    6	-4	1	-3	1	-1.0	-1	-1	5
> Cc1ccc(S(=O)(=O)NCC2CCC(C(=O)NCc3cccnc3)CC2)cc1 (configuration not stated)
    13	-2	3	0	0	0.1	1	-2	4
> CN1CCN(NC(=O)c2cc([N+](=O)[O-])cc([N+](=O)[O-])c2)CC1
    -3	-2	1	-4	1	0.2	1	4	11
> CC1CCN(c2ccc(-c3ccc(NC(=O)C(F)(F)F)cc3)nn2)CC1
    5	-8	3	-3	1	-0.9	-2	1	-6
> Cc1ccc(S(=O)(=O)N2CCCC(C(=O)N3CCN(C)CC3)C2)cc1 (configuration not stated)
    -3	-3	3	11	1	-0.3	-4	7	-1
> Cc1cc(C)n(-c2cc(C(C)(C)C)nc3c(-c4ccc(Cl)cc4)cnn23)n1
    -2	-30	2	-1	0	-0.2	3	-3	4
> COc1ccc(C(C)=O)cc1CSc1nc2ccccc2c(=O)n1-c1ccccc1C
    11	-9	1	-3	0	0.1	-3	-11	4
> COc1ccc(CCNC(=O)Nc2nc(C(N)COCc3ccccc3)cs2)cc1OC (configuration not stated)
    3	nt	nt	0	2	nt	-1	1	-5
> COC(=O)c1c(N)c2ccccc2[nH]c1=O
    -1	12	1	0	1	10	-2	-8	-4
> CCc1ccc(NC(=O)c2cc(S(=O)(=O)N3CCCC3)ccc2F)cc1
    -7	12	nt	-4	4	-0.6	-1	-4	-7
> CCCOc1ccc(C(CC(=O)O)NC(=O)c2cccs2)cc1 (configuration not stated)
    1	-1	-3	8	0	-1.0	1	-2	6
> O=C(CN1CCN(C(=O)C2CCCO2)CC1)Nc1ccc(Cl)cc1 (configuration not stated)
    5	-6	2	-3	1	-1.1	-4	-3	0
> COc1cc(OC)cc(C(=O)NN(CCC#N)C2=NS(=O)(=O)c3ccccc32)c1
    4	-9	8	-3	1	0.1	-5	1	5
> CC(C)c1nc(SCC(=O)N2CCc3ccccc32)n[nH]1
    -5	-2	-4	8	3	-3.0	0	4	-3
> O=C(CC[C@H]1O[C@@H](n2cnc3c(NC(=O)c4ccccc4)ncnc32)[C@H](O)[C@@H]1O)NCc1cccs1
    -4	nt	nt	-4	2	nt	3	5	17
> COc1ccc(S(N)(=O)=O)cc1C(=O)OCC1CCCCC1
    5	-12	-4	8	3	-0.1	0	1	5
> Cn1c(=O)c2c(nc(NCCCO)n2CCc2ccccc2)n(C)c1=O
    -2	-1	-3	14	1	-0.6	-7	5	3
> COc1ccc(NC(=O)c2oc3ccc(S(=O)(=O)N4CCOCC4)cc3c2C)cc1
    8	-19	2	7	20	0.8	4	-17	-10
> CCCCn1c(/N=C/c2cc(OC)ccc2O)nc2ccccc21
    9	-8	4	2	3	2.3	-7	0	-4
> COCCN1C=C2C(=O)C(C)(OC(=O)C3CCCC3)C(=O)C(c3ccccc3)=C2C=C1CCCC(=O)OC (configuration not stated)
    12	-5	-1	0	0	1.9	-2	3	-1
> Clc1ccccc1Nc1nc(-c2cccnc2)cs1
    -2	-15	6	-2	0	-0.6	-10	6	1
> COc1cccc(C2c3[nH]c4ccccc4c3CCN2Cc2cnc(C)s2)c1OC (configuration not stated)
    10	-30	-6	23	-1	1.2	-11	-12	-19
> COc1ccc(NC(=O)C2(C)CCN2Cc2ccc(OC)c3ccccc23)cc1OC (configuration not stated)
    0	nt	nt	-10	1	nt	-2	-4	-3
> CCOc1ccc2nc(SCCNS(=O)(=O)c3ccccc3)sc2c1
    17	10	8	-6	6	1.9	-5	-16	-9
> CC(=O)Nc1ccc(Oc2ncccn2)c(Cl)c1
    -2	8	4	-1	1	0.2	0	4	10
> COCC1CCN(C(=O)c2cc(COc3ccc(C)c(C)c3)on2)C1 (configuration not stated)
    4	1	nt	9	1	-1.0	-3	-4	-5
> COc1ccc(N2CCN(CCC(O)c3ccc4ccccc4c3)CC2)cc1 (configuration not stated)
    9	-6	2	5	6	-4.0	1	-2	-9
> Cc1ccc(/C=C/C(=O)O)cc1S(=O)(=O)N1CCCc2ccccc21
    5	1	3	4	1	-1.1	-3	6	8
> O=C(CSc1n[nH]c(=O)[nH]c1=O)Nc1ccc(Br)cc1Br
    13	3	3	3	1	-0.3	3	-11	7
> O=C(NC(NC(=O)c1c(F)cccc1F)c1ccc([N+](=O)[O-])cc1)c1c(F)cccc1F
    7	-2	-1	4	6	1.4	0	-12	-1
> O=C(NCc1ccccn1)c1n[nH]c2ccccc12
    3	-2	6	-2	2	-1.3	-2	11	-4
> O=C(O)C1C2C=CC(C2)C1C(=O)N1CCc2ccccc21 (configuration not stated)
    -1	0	-5	3	0	-0.7	2	2	-2
> Nc1cc2c(cc1Br)-c1ccc(F)cc1C2=O
    14	-6	nt	-4	4	-1.0	2	-12	2
> CCOc1ccc2[nH]cc(S(=O)(=O)c3ccc(C)cc3)c(=O)c2c1
    0	2	3	-11	1	-1.0	0	1	11
> COc1ccccc1C(=O)O/N=C(\N)c1ccccc1Cl
    -3	7	-4	3	1	-0.3	-4	0	3
> O=C(COc1ccc2ccccc2c1CN1CCOCC1)N1CCc2ccccc21
    6	-46	-1	6	3	0.2	-9	0	-4
> O=C(c1cc(-c2cccs2)nc2ccccc12)N1CCN(c2ccccc2)CC1
    11	-32	1	12	12	-0.2	2	-14	-10
> COc1ccc(CC(C(=O)Nc2ccc(OC)cc2)c2nn[nH]n2)cc1 (configuration not stated)
    8	6	0	8	0	-2.3	-1	0	1
> O=C(/C=C/CCc1ccc2c(c1)OCO2)N1CCCCC1
    5	5	2	4	1	-1.5	-6	3	1
> Oc1cccc2c3c(oc12)CCCC3
    -6	-11	-2	-6	0	0.5	-3	9	9
> CN(C)C(CNC(=O)c1ccc([N+](=O)[O-])cc1Cl)c1ccco1 (configuration not stated)
    -5	13	0	-1	3	1.0	-2	-4	3
> Cc1ccc(S(=O)(=O)Nc2cccc3c2O[C@H](CN(C)Cc2ccc(-c4ccccc4)cc2)[C@@H](C)CN([C@H](C)CO)C3=O)cc1
    0	6	11	-22	4	6.3	0	-6	5
> Cc1cccc(Oc2ncnc3onc(C)c23)c1
    16	20	-3	-5	0	-2.9	-4	-2	10
> O=C(CCCC(=O)N(CC(=O)NC1CCCCC1)Cc1ccccc1)Nc1ccccn1
    -5	0	3	-13	2	-1.3	-8	0	3
> CN(c1cnn(-c2ccccc2)c(=O)c1Cl)n1cccc1
    0	2	7	19	0	0.0	-1	6	1
> CCC[C@@H]1CCCO[C@@](C(=O)NCCN2CCOCC2)(C(F)(F)F)C1
    9	8	-5	1	1	-0.2	1	1	4
> Clc1cccc(CNc2nc(-c3cccnc3)nc3ccccc23)c1
    13	-16	nt	0	9	0.8	-5	-8	-12
> CCCOc1ccc(-c2nnn(CC(=O)N3CCCC(C)C3)n2)cc1 (configuration not stated)
    2	-14	-2	-6	3	2.9	5	5	4
> CC1CC(C)CN(C(=O)C2CCC(CNc3c(N4CCCCC4)c(=O)c3=O)CC2)C1 (configuration not stated)
    10	18	2	-1	0	-3.0	-4	-8	-10
> COc1cc(OC)c(NS(=O)(=O)c2c(C(=O)N3CCCCC3)c(C)n(C)c2C)cc1Cl
    2	5	1	1	0	-1.9	-3	2	8
> CCCCNC(=O)CCn1c(=O)c2cccn2c2ccc(F)cc21
    9	-9	nt	-7	4	-4.8	-2	-1	4
> O=c1cc(N=Nc2ccc(Cl)cc2)[nH]c(=O)[nH]1
    15	11	1	7	0	-1.3	-4	-5	-6
> CCOC(=O)c1sc(N2N=C(C)C(N=Nc3cccc(C)c3)C2=O)nc1C (configuration not stated)
    9	-11	-6	-2	0	-0.6	6	-1	-10
> COc1ccc2nc(Nc3nc(-c4cc5ccccc5oc4=O)cs3)sc2c1
    5	16	5	3	1	12	-2	-2	-3
> Nc1ccn([C@@H]2O[C@H](CNCc3cccc(OC4CCCC4)c3)[C@@H](O)[C@H]2O)c(=O)n1
    9	-2	nt	-1	0	-0.4	0	0	-2
> O=C(CC1S/C(=N/N=C/c2cccs2)NC1=O)Nc1ccc(Cl)c(Cl)c1 (configuration not stated)
    12	-38	-1	8	1	-0.2	1	-3	0

Next records.
Order of results: M5 antag	CRFR2-BP antag	IDE cell inh	M4 antag	CHRM4 agonist	CRFR2-BP ag	CHRM5 agonist	CHRM5 PAM	M4 PAM
> CCOC(=O)N1CCN(C(=O)c2ccccc2NC(=O)COc2ccccc2C)CC1
    6	-12	2	1	12	-1.1	3	-7	-2
> CSc1nnc(SCC(=O)N(C)c2c(N)n(Cc3ccccc3)c(=O)[nH]c2=O)s1
    2	12	4	6	0	1.3	-1	4	-9
> O=C(NCCN1CCOCC1)C1CCN(Cc2ccccc2O)CC1
    4	0	2	5	0	-0.4	-2	-1	6
> Cc1c(C)[n+](=O)c2c(n1[O-])C(Br)CCC2Br (configuration not stated)
    14	28	3	-6	0	3.1	1	0	-1
> Cc1ccc(-c2nnc(CSc3nncn3N)o2)cc1
    4	-10	-5	-5	0	9.2	0	-4	8
> O=S(=O)(c1ccc(Cl)s1)N1CCN(C/C=C/c2ccccc2)CC1
    -4	1	-8	13	-2	8.6	-6	-8	-11
> Cc1cccc(C)c1C(OCCN(C)C)C1CCCCC1 (configuration not stated)
    100*	-111	4	77*	5	11	-9	-19	-20
> CC(OC(=O)c1c2c(nc3ccccc13)/C(=C\c1ccc3c(c1)OCO3)CCC2)C(=O)Nc1ccc(S(N)(=O)=O)cc1 (configuration not stated)
    -3	-302	nt	8	5	314*	5	1	-4
> COc1ccccc1C(=O)NCCC(=O)Nc1ccc(S(=O)(=O)N2CCCC(C)C2)cc1 (configuration not stated)
    3	-1	4	3	3	-0.6	1	-1	-1
